Avidin fluor: avidin bead compound fluorescence profile; fluorescence (KMESF) at 10 µM; Avidin beads, compound fluorescence 488/530 nm, flow cytometry; stronger effect = higher value; 220,000 compounds, 0.38% hits; AID 1775; in the data active means fluorescence above about 47; further: inactives centre near 10
Pf gamet viab: P. falciparum stage V gametocyte viability inhibition; 150,000 compounds, 0.065% hits; inhibition, % at 10.9 µM; P. falciparum stage V gametocytes, ATP luminescence, 24 h;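 active means inhibition above the mean plus 3 SD of compounds within the control limits, set per campaign, cut at about 38% in these data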;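 further: 0% = DMSO wells and 100% = medium only without gametocytes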
Mcl1-Noxa inh: disrupts binding of human Mcl-1 to Noxa peptide; Q07820; TR-FRET Mcl-1/Noxa peptide binding, 2 h; inhibition, % at 21.7 µM; 220,000 compounds, 1.5% hits; AID 1022;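 active means compounds that cut the protein-peptide binding signal by more than 50% relative to plate controls in a single-dose test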;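 further: His-tagged Mcl-1 with rhodamine Noxa BH3 peptide and terbium anti-His antibody; 0% = Mcl-1 plus Noxa peptide wells and 100% = peptide-only wells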
Target sequence (Q07820 whole entry, looked up): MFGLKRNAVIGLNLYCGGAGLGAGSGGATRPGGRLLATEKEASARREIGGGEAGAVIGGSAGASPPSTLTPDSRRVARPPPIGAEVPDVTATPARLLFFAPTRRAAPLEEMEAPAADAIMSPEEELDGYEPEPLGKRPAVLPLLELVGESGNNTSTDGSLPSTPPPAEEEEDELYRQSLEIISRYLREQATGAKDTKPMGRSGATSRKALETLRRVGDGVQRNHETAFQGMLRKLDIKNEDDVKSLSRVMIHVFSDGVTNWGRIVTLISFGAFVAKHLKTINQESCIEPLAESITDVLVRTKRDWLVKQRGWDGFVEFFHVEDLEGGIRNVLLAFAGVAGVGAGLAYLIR
An asterisk follows results filed as active; x = no result given. These rows are one share of the data, so the mix of outcomes need not match the whole.

Below each compound – Pf gamet viab, Mcl1-Noxa inh, Avidin fluor
1: COC(=O)C1=C(c2ccccc2OCc2ccccc2)C[C@@H]2CC[C@H]1N2C(=O)NCc1ccc(C(C)(C)C)cc1
→ -8, x, x
2: CCCNC(=O)N1[C@H]2CC[C@@H]1C(C(=O)OC)=C(c1ccc(F)cc1F)C2
→ -9, x, x
3: CC1CCN(CC#CCOc2ccc(Cl)cc2)CC1
→ -11, x, x
4: Cc1nc2cc(-c3ccc(Cl)cc3)nn2c(C)c1CCC(=O)N1CCC2(CC1)OCCO2
→ 1, x, x
5: COC(=O)Cn1cc(C=C2C(=O)N(C)C(=O)N(C)C2=O)c2ccccc21
→ 17, x, x
6: Brc1ccc(-[n+]2c(-c3ccccc3)cc(-c3ccccc3)cc2-c2ccccc2)cc1
→ 13, x, x
7: O=C1CN=C(c2ccccc2)c2cc(Br)ccc2N1
→ 5, x, x
8: O=C1CC(=O)N(c2ccc(Cl)cc2)C(=O)N1
→ 19, x, x
9: CN1C(=O)C(c2ccccc2)C(=O)N(C)C1=O
→ 18, x, x
10: CCCCOc1ccc(C(C)=O)cc1Cc1c(O)[nH]c(=S)[nH]c1=O
→ 8, x, x
11: Cc1ccc(-c2cc(-c3ccccc3)cc(-c3ccccc3)[n+]2-c2ccc(C(=O)O)cc2)cc1
→ -4, x, x
12: Cc1ccc(/C=C2\C(=O)NC(=S)N(c3ccc(F)cc3)C2=O)o1
→ 1, x, x
13: CCCNC(=O)N1[C@H]2CC[C@@H]1C(C(=O)OC)=C(c1cccc(OC)c1OC)C2
→ 1, x, x
14: COCCCNC(=O)c1c(NC(=O)c2ccccc2)n(Cc2ccccc2)c2nc3ccccc3nc12
→ -9, x, x
15: COC(=O)C1=C(c2ccccc2OCc2ccccc2)C[C@@H]2CC[C@H]1N2C(=O)NCCOc1ccccc1Cl
→ 2, x, x
16: Cc1cc(Cc2c(O)[nH]c(=S)[nH]c2=O)ccc1OC(C)C
→ -1, x, x
17: COC(=O)C1=C(c2c(C)noc2C)C[C@@H]2CC[C@H]1N2C(=O)NCC1CC1
→ -13, x, x
18: Cc1nc2ccc(Br)cc2c(=O)n1-c1ccc([N+](=O)[O-])c(C(F)(F)F)c1
→ -14, x, x
19: CCC(=O)C(CCN1CCOCC1)(c1ccccc1)c1ccccc1
→ -15, x, x
20: COc1ccc(CCNCc2cccn2C)cc1OC
→ 6, x, x
21: COC(=O)C1=C(c2cccc(OCc3ccccc3)c2)C[C@@H]2CC[C@H]1N2C(=O)NCc1ccc([N+](=O)[O-])cc1
→ -15, x, x
22: O=C(Cc1ccccc1)Oc1ccc([N+](=O)[O-])cc1
→ -2, x, x
23: COC(=O)C1=C(c2ccccc2)C[C@@H]2CC[C@H]1N2C(=O)N1CCOCC1
→ -26, x, x
24: Cn1c(O)c(C=Nc2ccc(Br)cc2)c(=O)n(C)c1=O
→ 13, x, x
25: COC(=O)C1=C(c2ccc3ccccc3c2)C[C@@H]2CC[C@H]1N2C(=O)N1CCCCC1
→ 13, x, x
26: COC(=O)C1=C(c2ccc(F)cc2OCc2ccccc2)C[C@@H]2CC[C@H]1N2C(=O)NCc1cccc(F)c1
→ 23, x, x
27: Cc1ccccc1-n1c(CNc2ccccc2)nc2ccccc2c1=O
→ -4, x, x
28: CCOC(=O)[C@]12Cc3cc(Cl)ccc3[C@H]1N(Cc1ccccc1)C(=O)c1ccccc12
→ -6, x, x
29: COC(=O)Cn1cc(/C=C2\C(=O)NC(=O)N(c3ccccc3)C2=O)c2ccccc21
→ -15, x, x
30: COC(=O)C1=C(c2ccccc2OCc2ccccc2)C[C@@H]2CC[C@H]1N2C(=O)NCCN1CCOCC1
→ 11, x, x

Retrieved by compound from above, two records:
Below each compound – Pf gamet viab, Mcl1-Noxa inh, Avidin fluor
13: CCCNC(=O)N1[C@H]2CC[C@@H]1C(C(=O)OC)=C(c1cccc(OC)c1OC)C2
→ 1, x, x
8: O=C1CC(=O)N(c2ccc(Cl)cc2)C(=O)N1
→ 19, x, x

Further records:
Below each compound – Pf gamet viab, Mcl1-Noxa inh, Avidin fluor
31: Cc1cc(C)c(C(=O)N2CCC3(CC2)OCCO3)c(C)c1
→ 18, x, x
32: COC1=C(OC)[C@]23CCc4ccc(OC)c(OC)c4[C@]2(CCN3C)CC1=O
→ 37, x, x
33: COC(=O)C1=C(c2ccc(OC)c(OC)c2)C[C@@H]2CC[C@H]1N2C(=O)NCc1cc(C)oc1C(F)(F)F
→ -35, x, x
34: CCOC(=O)C1(CCOc2ccccc2)CCN(C(C)CSC)CC1 (stereo unspecified)
→ 15, x, x
35: CC1=C(C/C(C)=C/c2ccccc2)/C(=C/CO)[C@H](O)[C@](C)(O)C12CC2
→ 12, x, x
36: COC(=O)C1=C(c2cccc(OCc3ccccc3)c2)C[C@@H]2CC[C@H]1N2C(=O)NCc1ccc(Cl)cc1
→ 9, x, x
37: COC(=O)C1=C(c2c(C)noc2C)C[C@@H]2CC[C@H]1N2C(=O)NCCOc1ccccc1Cl
→ 7, x, x
38: COc1ccccc1N1CCN(Cc2ccccc2)CC1
→ 10, x, x
39: COc1ccc2c(c1O)C13CCN(C)C(C2)C1CCC(=O)C3 (stereo unspecified)
→ -1, x, x
40: CCCCn1c(=O)c(C(=O)Nc2ncccc2C)c(O)c2ccccc21
→ -5, x, x
41: Cc1ccc2cc(CNCCc3ccccc3C)c(=O)[nH]c2c1
→ -12, x, x
42: Cc1cc(C(=O)CN2CCCC2)c(C)n1-c1ccc(F)cc1
→ -17, -2, x
43: CC(C)N1OC2CC1c1nc3ccccc3n1C2 (stereo unspecified)
→ 2, 14, x
44: NC(=O)C1CCN(/C=C2\C(=O)NC(=O)N(Cc3ccco3)C2=O)CC1
→ 4, 9, x
45: CCOP(=O)(OCC)C(O)c1ccc(OC)cc1 (stereo unspecified)
→ -17, -1, x
46: O=c1[nH]c(=O)n(C2CCCCC2)c(O)c1/C=N/N1CCCCC1c1cccnc1 (stereo unspecified)
→ -19, -14, 7
47: CCOC(=O)C(O)(c1ccc(NC(=O)c2ccc(Cl)c(Cl)c2)cc1)C(F)(F)F (stereo unspecified)
→ -13, 6, 8
48: O=C1NC(=O)N(Cc2ccco2)C(=O)/C1=C\c1cccn1CCOc1ccccc1
→ 1, 3, 7
49: O=C(O)c1cccc(N=Nc2c(O)[nH]c(=O)[nH]c2=O)c1
→ 11, 10, 9
50: COc1ccc(C=C2C(=O)N(C)C(=O)N(C)C2=O)cc1COc1ccc(NC(C)=O)cc1
→ 0, 22, 5
51: O=P(Oc1ccccc1)(Oc1ccccc1)c1ccccc1
→ -17, -22, 2
52: OCC[N+]12CCC(CC1)C(C(O)(c1ccccc1)c1ccccc1)C2 (stereo unspecified)
→ -18, 4, 7
53: CCOc1ccc(-n2c(O)c(N=Nc3c(C)n(C)n(-c4ccccc4)c3=O)c(=O)[nH]c2=O)cc1
→ -8, -67, 20
54: COc1ccc(CCn2c(O)c(C=Nc3ccccc3F)c(=O)[nH]c2=O)cc1OC
→ -16, 31, 8
55: O=C(Nc1ccc2ccccc2c1)N1C[C@H]2C[C@@H](C1)c1cccc(=O)n1C2
→ -6, 10, 8
56: CN(C)c1ccc(/C=C2\C(=O)NC(=O)N(CCc3ccc(F)cc3)C2=O)cc1
→ 10, 41, 8
57: O=C1/C(=C\c2ccc(Cl)cc2Cl)N2CCC1CC2
→ 3, 8, 7
58: O=c1c2ccccc2nc(/C=C/c2ccco2)n1-c1ccccc1O
→ -4, 6, 3
59: O=c1c2ccccc2nc(Cc2cccc([N+](=O)[O-])c2)n1-c1ccc(O)cc1
→ -1, 1, 8
60: CCCCC(=O)N/N=C/c1c(O)n(CCC2=CCCCC2)c(=O)[nH]c1=O
→ -10, -77, 6

By substructure: those above with a furan ring, fused or not (5)
Below each compound – Pf gamet viab, Mcl1-Noxa inh, Avidin fluor
12: Cc1ccc(/C=C2\C(=O)NC(=S)N(c3ccc(F)cc3)C2=O)o1
→ 1, x, x
33: COC(=O)C1=C(c2ccc(OC)c(OC)c2)C[C@@H]2CC[C@H]1N2C(=O)NCc1cc(C)oc1C(F)(F)F
→ -35, x, x
44: NC(=O)C1CCN(/C=C2\C(=O)NC(=O)N(Cc3ccco3)C2=O)CC1
→ 4, 9, x
48: O=C1NC(=O)N(Cc2ccco2)C(=O)/C1=C\c1cccn1CCOc1ccccc1
→ 1, 3, 7
58: O=c1c2ccccc2nc(/C=C/c2ccco2)n1-c1ccccc1O
→ -4, 6, 3

More results follow.
Below each compound – Pf gamet viab, Mcl1-Noxa inh, Avidin fluor
61: O=C1NC(=O)N(c2ccccc2)C(=O)/C1=C\c1ccccc1[N+](=O)[O-]
→ 5, 23, 7
62: CCOc1ccc(N=Cc2c(O)n(-c3cc(C)cc(C)c3)c(=O)[nH]c2=O)cc1
→ -27, -10, 4
63: CC(=NCc1ccco1)c1c(O)n(-c2ccc(Cl)cc2)c(=O)[nH]c1=O
→ -3, -3, 7
64: CCCCn1c(O)c(C(CC)=NCCCn2ccnc2)c(=O)[nH]c1=O
→ 13, 5, 7
65: O=C(O)c1ccc(N=Cc2c(O)n(Cc3ccc(F)cc3)c(=O)[nH]c2=O)cc1
→ 1, 14, 10
66: COc1ccc(-c2n(-c3ccccn3)c3ccccc3[n+]2-c2ccccn2)cc1
→ 14, 38, 17
67: CCOc1ccc2nc(N=Nc3c(O)[nH]c(=O)[nH]c3=O)sc2c1
→ 2, 9, 6
68: CN(C)c1ccc(/C=C2/C(=N\O)C3CCN2CC3)cc1
→ -24, 18, 3
69: CS(=O)(=O)NNP(=O)(NNS(C)(=O)=O)NC(=O)c1ccc(Br)cc1
→ 11, 4, 6
70: CCOP(=O)(OCC)C(O)c1ccc(N(C)C)cc1 (stereo unspecified)
→ -2, -2, 7
71: O=c1c2ccccc2nc(-c2ccccc2)n1-c1ccccc1
→ -5, 3, 6
72: C/C(=N\N(C)c1ccccc1)c1c(O)[nH]c(=O)[nH]c1=O
→ -3, -3, 8
73: COC(=O)C(O)(c1ccc(NC(=O)c2cccs2)c(C)c1)C(F)(F)F (stereo unspecified)
→ -11, 17, 6
74: O=C1/C(=C/c2ccccc2Cl)N2CCC1CC2
→ -4, -9, 5
75: CCC(C)n1c(O)c(C=NCc2cccnc2)c(=O)[nH]c1=S (stereo unspecified)
→ -12, -4, 8

Copied from the list.
Pf gamet viab, entry 1 is entered as -8
Avidin fluor, entry 63 is entered as 7
Pf gamet viab, entry 32 is entered as 37
Mcl1-Noxa inh, entry 46 is entered as -14
Pf gamet viab, entry 23 is entered as -26
Pf gamet viab, entry 65 is entered as 1
Pf gamet viab, entry 7 is entered as 5

Going on with the list:
Below each compound – Pf gamet viab, Mcl1-Noxa inh, Avidin fluor
76: Cn1c(O)c(C=NCCCCCCCCCCC(=O)O)c(=O)n(C)c1=O
→ -11, 13, 8
77: COc1cccc(C(=O)N2CCC3(CC2)OCCO3)c1
→ 4, 19, 9
78: CSc1nc2ccccc2c(=O)n1-c1cccnc1
→ -3, -26, 7
79: Cn1c(O)c(C=NCCN2CCNCC2)c(=O)[nH]c1=O
→ -8, 10, 7
80: O=c1[nH]c(CN2CC=C(c3ccccc3)CC2)nc2scc(-c3cccs3)c12
→ -7, -82, 4
81: c1ccc(P(c2ccccc2)c2ccccn2)cc1
→ -18, -2, 5
82: COc1ccc(-n2c(O)c(C(C)=NCC3CCCO3)c(=O)[nH]c2=O)cc1 (stereo unspecified)
→ -8, -10, 6
83: Cc1cccn2c(=O)c3c(nc12)N1CCCCC1C1(C3)C(=O)N(C)C(=O)N(C)C1=O (stereo unspecified)
→ 7, 10, 6
84: O=S(=O)(c1ccc(F)cc1)N1CCCCC1c1cccnc1 (stereo unspecified)
→ -9, -17, 17
85: CC1=C2C(=O)C3C(CC=C4CC(OC5OC(O)C(O)C(O)C5CO)CCC43C)C2CCC12OC1CC(C)CNC1C2C (stereo unspecified)
→ -6, 1, 6
86: CCOP(=O)(C#Cc1ccccc1)C(O)c1ccc(Br)cc1 (stereo unspecified)
→ 14, -5, 7
87: CN1C(=O)CC(c2ccccc2)Nc2ccccc21 (stereo unspecified)
→ -27, 34, 8
88: COc1ccc(-n2c(O)c(C=NCCN(C)C)c(=O)[nH]c2=O)cc1
→ -16, 3, 7

By substructure: those above containing a nitro group on carbon (5)
Below each compound – Pf gamet viab, Mcl1-Noxa inh, Avidin fluor
18: Cc1nc2ccc(Br)cc2c(=O)n1-c1ccc([N+](=O)[O-])c(C(F)(F)F)c1
→ -14, x, x
21: COC(=O)C1=C(c2cccc(OCc3ccccc3)c2)C[C@@H]2CC[C@H]1N2C(=O)NCc1ccc([N+](=O)[O-])cc1
→ -15, x, x
22: O=C(Cc1ccccc1)Oc1ccc([N+](=O)[O-])cc1
→ -2, x, x
59: O=c1c2ccccc2nc(Cc2cccc([N+](=O)[O-])c2)n1-c1ccc(O)cc1
→ -1, 1, 8
61: O=C1NC(=O)N(c2ccccc2)C(=O)/C1=C\c1ccccc1[N+](=O)[O-]
→ 5, 23, 7
